HCV inhibitor – qHTS Assay for Inhibitors of Hepatitis C Virus (HCV). Huh7.5.1 HCVcc-Cre infection, luciferase reporter, 44 h. AID 651820, 2012. 340,000 tested, 3.4% active. Potency, µM (titrated, usually from 41.8 µM), for the others: at the top dose activity change, negative = inhibition, most hits filed as inhibitors; note: potency is the fitted concentration of half-maximal effect; % is set by controls: 0 for no effect and ±100 for the full control effect
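Infectious HCV cell culture screen: compound-treated cells (1,000/well, pre-plated 4 h) are infected with HCVcc-Cre at roughly 0.5 moi and grown 44 h. Infection is quantified by luciferase signal after 15 min substrate incubation at room temperature.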
Tb PYK inh – qHTS of Trypanosoma Brucei Inhibitors | 410,000 tested, 0.12% active | Potency, µM (highest dose often 76.8 µM), inactives show at the highest dose activity, negative = inhibition, most hits filed as inhibitors | pyruvate kinase (Trypanosoma brucei), Q57TT1 | TbPYK enzyme, Kinase-Glo Plus ATP luminescence, 45 min; note: potency is the fitted concentration of half-maximal effect; % is set by controls: 0 for no effect and ±100 for the full control effect; nearly all actives have a fitted effect of over 50% in size
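Screened from lowest to highest concentration, compounds were pinned into TbPYK/substrate mixtures, and ADP (130 uM final) was added. Plates sat at room temperature for 45 min prior to Kinase-Glo Plus detection by luminescence.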
Pf growth 48h – Primary qHTS for delayed death inhibitors of the malarial parasite plastid, 48 hour incubation; P. falciparum luciferase growth in erythrocytes, 48 h; Potency, µM (highest dose often 28.7 µM), without a hit: at the highest dose activity change, negative = inhibition, usual class: inhibitors; 310,000 tested, 5.9% active; note: potency is the fitted concentration of half-maximal effect; % is set by controls: 0 for no effect and ±100 for the full control effect
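Read-out is firefly luciferase luminescence from an integrated reporter in P. falciparum, so falling signal marks reduced parasite growth. Infected erythrocytes were at 2% hematocrit and 0.1% parasitemia (final) in Albumax-supplemented RPMI 1640.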
Shiga inhibitor – A qHTS for Small Molecule Inhibitors of Shiga Toxin; Vero cells, Shiga toxin protein synthesis inhibition reporter; 290,000 tested, 9.2% active; inhibition, % at 38.7 µM; in the data active = inhibition mostly above about 28%, no sharp cut-off; inactive = mostly below about 43%; note: 0% is about no effect
Pf growth 96h – Primary qHTS for delayed death inhibitors of the malarial parasite plastid, 96 hour incubation; P. falciparum luciferase reporter growth, 96 h; Potency, µM (titrated, usually from 28.7 µM), without a hit: at the top dose activity change, negative = inhibition, usual class: inhibitors; 320,000 tested, 6.9% active; AID 504834, 2011; note: potency is the fitted concentration of half-maximal effect; % is set by controls: 0 for no effect and ±100 for the full control effect
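96 h incubation, 37 C, 5% CO2, of luciferase-reporter P. falciparum-infected RBCs (2% hematocrit, 0.05% parasitemia final) with test compounds; endpoint luminescence.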
Cycloheximide cs – Cycloheximide Counterscreen for Small Molecule Inhibitors of Shiga Toxin | cell reporter, cycloheximide protein synthesis inhibition counterscreen | max response, % | 300,000 tested, 12% active; in the data active = max response mostly above about 13%, no sharp cut-off; inactive = mostly below about 14%; note: read at 38.3 µM for the half of the compounds with a filed dose; 0% is about no effect
LmPK inh – qHTS Assay for Inhibitors of Leishmania Mexicana Pyruvate Kinase (LmPK); purified LmPK, Kinase-Glo ATP luminescence, 1 h; 290,000 tested, 0.37% active; AID 1721, 2009; Potency, µM (series often up to 57.5 µM), for inactives: at the top dose activity change, negative = inhibition, usual class: inhibitors; Q27686; note: potency is the fitted concentration of half-maximal effect; % is set by controls: 0 for no effect and ±100 for the full control effect
Target sequence (Q27686 whole entry, looked up): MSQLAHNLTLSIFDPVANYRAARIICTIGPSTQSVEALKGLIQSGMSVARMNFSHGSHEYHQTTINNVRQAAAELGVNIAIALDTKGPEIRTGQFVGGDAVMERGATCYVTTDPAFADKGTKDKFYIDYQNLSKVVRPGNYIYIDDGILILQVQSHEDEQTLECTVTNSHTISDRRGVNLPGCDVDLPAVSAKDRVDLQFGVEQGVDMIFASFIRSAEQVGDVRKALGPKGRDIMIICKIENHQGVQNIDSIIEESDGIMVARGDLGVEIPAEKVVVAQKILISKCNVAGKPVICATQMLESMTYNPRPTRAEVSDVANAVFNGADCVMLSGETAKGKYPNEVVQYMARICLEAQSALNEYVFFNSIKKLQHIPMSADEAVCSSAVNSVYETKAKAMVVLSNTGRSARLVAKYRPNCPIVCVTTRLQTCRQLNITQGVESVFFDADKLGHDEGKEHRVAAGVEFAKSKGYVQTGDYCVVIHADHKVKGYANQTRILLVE
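Purified LmPK (0.1 nM) with 0.5 mM PEP and 0.1 mM ADP in imidazole buffer pH 7.2 with MgCl2/KCl, 1 h at room temperature. ATP formed was read by luciferase luminescence and normalized to no-enzyme and uninhibited controls.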
* hit, by the source's call; ? = inconclusive; / = no result given; + = active, no number; & = joins results of further samples; [ ] = another dose, or the depositor's remark. Unless noted, calls come from the whole dose curve; as a rule, active = well fitted curve in the direction sought with a large enough effect; inconclusive = small, poorly fitted or top-dose-only effect, or another doubt; inactive = no such curve, though single readings can be large; an effect the other way counts as inactive or inconclusive.

structure	HCV inhibitor	Tb PYK inh	Pf growth 48h	Shiga inhibitor	Pf growth 96h	Cycloheximide cs	LmPK inh
Brc1ccccc1-c1cnco1	6%	-1%	71%[activator]	-10	?	1	-8%
O=C(COc1ccc([N+](=O)[O-])cc1)N1CCN(c2nnc(-c3ccccc3)c3ccccc23)CC1	13µM*	-10%	8%	4	13%	-3	4%
O=C(Cc1ccc(Br)cc1)N1CCN(c2ccc(F)cc2)CC1	-1%	-5%	/	-8	8%	-4	1%
CC(C)c1onc(C(=O)N2CCCCC2C)c1[N+](=O)[O-] (configuration not stated)	9%	3%	-4%	14	0%	-3	-2%
CC(C)Oc1ccc(C2CC(=O)N(c3ccc(N(C)C)cc3)C2=O)cc1 (configuration not stated)	10%	13%	6%	-2	?	5	0%
CN1CCCN(C(=O)c2ccc(Br)cc2)CC1	0%	-4%	-17%	-7	-24%	-4	1%
NC(C(=O)O)C1CC(Cl)=NO1 (configuration not stated)	2%[8.37 µM]	/	?	-11	3.3µM*	-4	0%
O=C1/C(=C/c2ccncc2)N2CCC1CC2	-12%	6%	3%	4	216%[activator]	-3	2%
CC(NC(=O)c1cccc(C(F)(F)F)c1)C1CCCO1 (configuration not stated)	?	-5%	3%	16	-3%	6	1%
C=CCOc1ccc(/C=C/C(=O)OCC(=O)NCc2ccco2)cc1	?	-6%	6%	/	21%	/	/
COc1ccc(Cn2nnnc2C(c2ccc(N(C)C)cc2)N2CCC(C)CC2)cc1 (configuration not stated)	-1%	-7%	?	-4	2%	15	5%
CC(C)c1cc(=O)oc2c3c4c(cc12)CCCN4CCC3	?	-3%	12µM*	-20	33%[activator]	-4	12%
CN(CC(=O)Nc1cccc(F)c1)C(=O)Cn1c(=O)oc2ccccc21	6%	-9%	-14%	/	-9%	/	/
COc1ccccc1N1CCN(C(=O)CSc2ncccc2-c2nc3ccccc3[nH]2)CC1	?	5%	/	14	-13%	21*	-1%
CCc1ccccc1NC(=S)N(CCCN1CCN(C)CC1)Cc1cccs1	-8%	4%	17%	-8	?	-4	9%
CC(=O)c1ccc(N(C(=O)CNC(=O)c2ccco2)C(C(=O)NC2CCCC2)c2cccnc2)cc1 (configuration not stated)	9%	-1%	22%	-2	94%[activator]	-4	9%
CN(C(=O)COC(=O)c1cc2c(s1)CCCCC2)C1CCS(=O)(=O)C1 (configuration not stated)	/	-1%	2%	2	-7%	-2	-4%
CCNC(=S)N/N=C/c1cc(C)n(-c2ccc(Cl)cc2)c1C	-19%	-3%	16%	66	?	21*	7%
Cc1cc(C(=O)N2CCCc3ccccc32)no1	3%	4%	18%	3	34%[activator]	-4	-5%
COc1ccc(CN2CCN(C(=O)CCC(=O)Nc3nnc(CC(C)C)s3)CC2)cc1F	?	-3%	?	-4	-1%	-7	-3%
Cc1cc(/C=N/n2cnnc2)c(C)n1-c1cccc(Cl)c1	-8%	-2%	-13%	-16	7%	1	0%
CC1(C)CC(=O)CC(=NCC(=O)O)C1	6%	2%	-2%	16	-7%	-2	2%
O=C(NCc1cc(C(F)(F)F)cc(C(F)(F)F)c1)C12CN(Cc3ccccc3)CC1C(c1cccc([N+](=O)[O-])c1)=NO2 (configuration not stated)	-11%	3%	13µM*	-7	?	11	-2%
CCCCn1c(O)c(C(CC)=NCCc2ccccc2)c(=O)[nH]c1=O	7%	-5%	?	18	?	-3	2%
O=C(CSc1oc(-c2ccccc2)nc1S(=O)(=O)c1ccccc1)NCC1CCCO1 (configuration not stated)	?	3%	?	-3	5%	-4	-2%
O=S(=O)(NCCCc1ccccc1)c1cccc2nsnc12	-3%	-8%	-6%	-13	-23%	-4	0%
Cc1cccc(NCC(=O)N/N=C\c2ccc[nH]2)c1	8.9µM*	2%	-1%	-12	7%	1	-1%
COc1ccc(N(C)S(=O)(=O)c2cccc(C(=O)Nc3nnc(C)s3)c2)cc1	4%	1%	-22%	/	?	/	/
CCC(OC(=O)c1nsc(Cl)c1Cl)C(=O)NCCOC (configuration not stated)	6%	6%	-1%	-2	?	-3	0%
O=C(CSc1nnc(Cc2ccccc2)n1-c1ccccc1)N1CCOCC1	4%	0%	3%	37	3%	-3	1%
O=C(NCCc1ccccc1)c1ccc(-c2ccccc2C(F)(F)F)o1	-7%[8.37 µM]	-13%	21%	-9	-6%	1	-21%
O=C(CCCN1C(=O)S/C(=C/c2ccccc2)C1=S)Nc1ccc(C(=O)O)cc1	10%	3%	25%	-9	?	17	1%
CN(CCCNC(=O)Cn1cc2c(n1)CCCC2)C1CCCCC1	7%	2%	/	-7	?	-6	-6%
CCC(C)(C)n1nnnc1CN1CCSCC1	5%	5%	20%	-3	37%[activator]	-3	1%
Cc1cc(Nc2ccc(C)c(F)c2)n2ncnc2n1	19%	-8%	1.5µM*	-11	34%[activator]	-4	8%
CC(C)N(Cc1ccccc1)S(=O)(=O)N(C)C	-7%	1%	-5%	-4	100%[activator]	-2	-1%
Cc1noc(C)c1C(=O)Nc1nc(-c2ccc([N+](=O)[O-])cc2)cs1	?	-5%	-29%	11	9%	-2	1%
ONC(=Nc1ccccc1)c1ccc(Cl)cc1	-22%	-14%	15%	-4	66%[activator]	13	0%
CCOc1ccccc1NC(=O)CCC(=O)O	11%	1%	1%	21	3%	2	3%
O=C(O)c1cc2c(cc1NC(=O)c1c(F)cccc1F)OCCCO2	15%	-5%	17%	10	-3%	-4	-3%
COc1ccc(C2CC(=O)c3cnn(-c4nc(C)cc(C)n4)c3C2)cc1 (configuration not stated)	-30%	1%	?	-6	?	-4	2%
Cc1c(CCO)c(=O)n(-c2ccccc2)n1S(=O)(=O)c1c(Cl)cc(Cl)cc1Cl	9%	-24%	12%	-11	66%[activator]	-1	5%
O=C(CSc1nnc(-c2ccncc2)n1-c1ccc(F)cc1)NC(=O)NCc1ccco1	4%	4%	6%	-7	?	-1	2%
COc1ccc(CCNC(=O)CSc2cn(Cc3ccccc3)c3ccccc23)cc1OC	11µM*	0%	?	-11	?	-5	5%
CCOC(=O)C1=C(C)N(CCCC(=O)O)C(=O)NC1c1ccc(OC)cc1 (configuration not stated)	5%[8.37 µM]	-4%	7%	-6	?	-5	2%
Cc1ccccc1-n1nnnc1SCC(=O)Nc1ccc(N2CCN(C)CC2)cc1	-22%	21%	-20%	-16	-2%	-1	1%
Cc1ccc(C(=O)N/N=C(/CC(=O)c2cccs2)C(F)(F)F)cc1	-24%	-3%	16%	-3	-19%	23*	0%
C/C(=N\O)C(C)NC(=O)c1ccccc1 (configuration not stated)	4%	3%	32%[activator]	-8	60%[activator]	1	-2%
CCOc1ccc(CCNC(=O)c2cccc(S(=O)(=O)N3CCCCC3)c2)cc1OCC	?	7%	15µM*	/	?	/	/
CCOc1cccc2sc(N(CCN(C)C)C(=O)c3cc4ccccc4cc3OC)nc12	14µM*	-11%	?	-18	-23%	-6	-2%
Cc1cc(C)cc(NC(=O)c2ccc(CN3CCc4ccccc4C3)cc2)c1	?	-3%	-23%	-19	?	-2	-4%
C=C(C)COc1ccc2c(C)c(CC(=O)OC)c(=O)oc2c1C	?	7%	?	+	29%	47*	3%
CC(C)=CC1C(C(=O)Nc2ccc(Br)cn2)C1(C)C (configuration not stated)	17%	-6%	?	13	/	-2	-7%
Cc1ccc2c(C)nc(SC(C(=O)c3ccccc3)c3ccccc3)nc2c1 (configuration not stated)	-1%	-8%	?	-1	9%	-2	1%
Cc1n[nH]c(C)c1-c1nc2ccccc2[nH]1	9%	-2%	-9%	17	-11%	5	1%
CC(C)NC(=O)CN(C(=O)CCC(=O)Nc1nccs1)c1ccc2c(c1)OCO2	-10%	-5%	20%	-2	13µM*	-1	-8%
O=c1[nH]c(SCCOc2ccccc2F)nc2ccccc12	-28%	-20%	2%	61*	?	33*	0%
CCCn1c(SC(C)C(=O)NCC2CCCO2)nc2sc3c(c2c1=O)CCC3 (configuration not stated)	-37%	-8%	13µM*	/	?	/	/
C=C1C(=O)C=C[C@]2(C)C[C@@H]3OC(=O)[C@](C)(O)[C@H]3C[C@@H]12	?	1%	12µM*	63*	15µM*	35*	-11%
CCCn1c(C(C)NS(=O)(=O)c2ccccc2)n[nH]c1=S (configuration not stated)	-1%	?	1%	-4	7%	2	-18%

Record cards, as listed above:
`COc1ccc(N(C)S(=O)(=O)c2cccc(C(=O)Nc3nnc(C)s3)c2)cc1` as listed: HCV inhibitor = 4%; Tb PYK inh = 1%; Pf growth 48h = -22%; Shiga inhibitor = /; Pf growth 96h = ?; Cycloheximide cs = /; LmPK inh = /
`Cc1cccc(NCC(=O)N/N=C\c2ccc[nH]2)c1` as listed: HCV inhibitor = 8.9µM*; Tb PYK inh = 2%; Pf growth 48h = -1%; Shiga inhibitor = -12; Pf growth 96h = 7%; Cycloheximide cs = 1; LmPK inh = -1%

Continued.
structure	HCV inhibitor	Tb PYK inh	Pf growth 48h	Shiga inhibitor	Pf growth 96h	Cycloheximide cs	LmPK inh
Cc1c(NC2=CC(=O)CCC2)c(=O)n(-c2ccccc2)n1C	2%	-13%	0%	-12	20%	-3	-2%
COc1cc(CNCC2CCCO2)ccc1OCC(N)=O (configuration not stated)	10%	0%	14%	21	?	-3	-1%
CCN(CC)C(=O)CSc1nc2nc(C)cc(C)c2c(=O)[nH]1	20%	-2%	/	-12	26%	-2	-10%
O=C(NCCCn1ccnc1)C1CCN(S(=O)(=O)c2ccc(F)cc2)CC1	-4%	0%	4%	-9	2%	-10	1%
O=C(CNC(=O)c1ccco1)Nc1ccc(OC(F)F)cc1	27%	4%	2%[0.00184 µM]	-8	4%	-7	-6%
Cc1ccc2c(CN3CCCCC3)cc(=O)oc2c1	2%	1%	35%[activator]	28*	19%	21*	-6%
O=C(/C=C/c1cccc([N+](=O)[O-])c1)NCCc1ccc(F)cc1	-1%	-8%	13%	31	35%[activator]	14	6%
O=C(NNC(=O)c1cc(Cl)ccc1O)c1ccc(NS(=O)(=O)c2cccs2)cc1	-10%	-1%	-1%	/	17%	/	/
COc1ccccc1C(NC(=O)CC(C)C)c1c(O)ccc2ccccc12 (configuration not stated)	-2%	0%	?	-8	-5%	-2	3%
CCOc1ccccc1-n1c(SCC(=O)N(C(C)C)C(C)C)nnc1-c1cccnc1	-3%&-18%	-3%	-27%	-15	/	7	1%
CC(=O)Nc1ccc(OC(=O)c2cc3cc(Br)cc(Br)c3oc2=O)cc1	-5%	/	-18%	11	13%	2	4%
CCNC(=O)Cc1ccc(S(=O)(=O)N2CCOCC2)s1	-23%	8%	?	/	-61%	/	/
